HePTP inhibitor: blocks human HePTP tyrosine phosphatase. P35236. recombinant HePTP phosphatase activity, OD absorbance. inhibition, % at 20 µM. 110,000 compounds, 0.64% hits; in the data active = inhibition above about 50%;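 also: plate controls were vehicle for no effect and reference inhibitor for full effect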
BAP1 inh: blocks human BAP1 ubiquitin-AMC hydrolysis; activity remaining (% of control), % at 20 µM; 72,000 compounds, 0.48% hits; AID 436; recombinant BAP1, Ub-AMC hydrolysis fluorescence kinetic; stronger effect = lower value; Q92560;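 active = activity remaining at or below 50% of control, provided the compound also passes the data quality filters; inactive = the rest, including low values that fail the filters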;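 also: 100% = DMSO wells rate and 0% = substrate alone blank rate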
Target sequence (Q92560 whole entry, looked up): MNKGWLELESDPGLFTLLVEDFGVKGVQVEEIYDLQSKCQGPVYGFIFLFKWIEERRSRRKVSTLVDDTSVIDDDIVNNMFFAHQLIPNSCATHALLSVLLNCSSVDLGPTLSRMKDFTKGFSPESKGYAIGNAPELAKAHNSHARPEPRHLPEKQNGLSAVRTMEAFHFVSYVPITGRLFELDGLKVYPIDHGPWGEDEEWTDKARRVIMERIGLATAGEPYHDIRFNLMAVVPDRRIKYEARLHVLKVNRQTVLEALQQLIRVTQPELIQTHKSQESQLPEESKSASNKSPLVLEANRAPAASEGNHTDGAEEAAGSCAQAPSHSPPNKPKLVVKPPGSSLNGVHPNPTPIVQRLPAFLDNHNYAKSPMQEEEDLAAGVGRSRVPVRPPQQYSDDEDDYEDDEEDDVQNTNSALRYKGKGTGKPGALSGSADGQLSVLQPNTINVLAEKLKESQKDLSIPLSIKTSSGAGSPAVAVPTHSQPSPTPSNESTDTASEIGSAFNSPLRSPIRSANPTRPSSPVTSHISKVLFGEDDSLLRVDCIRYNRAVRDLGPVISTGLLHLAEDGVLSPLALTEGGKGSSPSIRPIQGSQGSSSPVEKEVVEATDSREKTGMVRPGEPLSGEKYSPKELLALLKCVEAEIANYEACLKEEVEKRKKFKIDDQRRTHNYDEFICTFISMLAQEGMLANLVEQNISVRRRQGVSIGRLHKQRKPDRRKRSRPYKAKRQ
The depositor's hits bear a star; nt = not tested or not shown; & = joins results of further samples.

SMILES	HePTP inhibitor	BAP1 inh
CC(C(=O)N(C)C)N(C#N)c1nc(N(C)C)nc(N(C)C)n1 (stereo not drawn)	10	58
Cc1cc(C)c2[nH]c(=O)c(C(c3nnnn3Cc3ccc4c(c3)OCO4)N3CCC(C)CC3)cc2c1 (stereo not drawn)	-4	nt
O=C(c1cc(F)c(F)cc1Cl)N1CCN(c2ccc([N+](=O)[O-])cc2C(F)(F)F)CC1	0	nt
COc1ccc(Cl)cc1-n1c(=S)sc2c(=O)[nH]c(SCC(=O)NCC3CCCO3)nc21 (stereo not drawn)	0	81
N#Cc1nc(-c2ccc(Cl)cc2)oc1NCCc1ccccn1	23	nt
COc1ccc2nc(N=CN(C)C)sc2c1	nt	58
CNC(=O)OCc1ccc(-c2ccc(Cl)cc2)o1	6	nt
CCOC(=O)c1sc(N)nc1-c1ccccc1	-3	98
O=C1/C(=C\c2ccc(O)c([N+](=O)[O-])c2)SC(=S)N1c1ccccc1	0	nt
O=C1C(=O)N(c2ccc(Cl)cc2)C(=O)N1Cc1ccccc1	7	nt
O=C(CC1CCCCC1)OCn1nnc2ccccc2c1=O	7	84
COc1cc(C(=O)N2CCCCCC2)cc(OC)c1OC	3	nt
Cc1[nH]c2ccccc2c1NC(=O)CN1CCN(Cc2ccc3c(c2)OCO3)CC1	-3	100
Cc1ccccc1NC(=O)CCC(=O)N/N=C/c1cccnc1	6	nt
CCc1ccc(OC)c(S(=O)(=O)NCCOc2ccccc2)c1	3	86
O=C(NC12CC3CC(CC(C3)C1)C2)c1ccccc1Nc1cccc(C(F)(F)F)c1	nt	63
Cc1ccccc1N1C(=O)C(Cl)=C(N2CCN(c3ccccc3)CC2)C1=O	4	63
O=C1N=c2ccccc2=C1c1sc(N2CCCCC2)nc1O	14	nt
Cc1cc(C)nc(SCC(=O)OCC(=O)Nc2ccc(S(N)(=O)=O)cc2)n1	-10	nt
Cc1ccsc1/C=C1\SC(=S)N(CC2CCCO2)C1=O (stereo not drawn)	-14	nt
COc1ccc(N(C(C)C(=O)N/N=C/c2cccs2)S(C)(=O)=O)cc1 (stereo not drawn)	-6	nt
CCOc1ccc(C(=O)Nc2cc(-c3nc4ccc(C)cc4o3)ccc2Cl)cc1	8	nt
Cn1c(=O)c2c(n(C)c1=O)=NC1(CCCCC1)N=2	-3	143
O=C(c1ccc(-c2ccccc2)cc1)N1CCN(C(=O)c2cccs2)CC1	3	nt
CCOC(=O)C(=O)C1C(=O)C(=O)C(C)C1=O (stereo not drawn)	9	nt

Copied from the list:
Entry for Cc1cc(C)nc(SCC(=O)OCC(=O)Nc2ccc(S(N)(=O)=O)cc2)n1 in HePTP inhibitor: -10
Entry for O=C1C(=O)N(c2ccc(Cl)cc2)C(=O)N1Cc1ccccc1 in HePTP inhibitor: 7

Copied from the listing for reference:
SMILES	HePTP inhibitor	BAP1 inh
CC(C(=O)N(C)C)N(C#N)c1nc(N(C)C)nc(N(C)C)n1 (stereo not drawn)	10	58
Cc1cc(C)c2[nH]c(=O)c(C(c3nnnn3Cc3ccc4c(c3)OCO4)N3CCC(C)CC3)cc2c1 (stereo not drawn)	-4	nt
O=C(c1cc(F)c(F)cc1Cl)N1CCN(c2ccc([N+](=O)[O-])cc2C(F)(F)F)CC1	0	nt
COc1ccc(Cl)cc1-n1c(=S)sc2c(=O)[nH]c(SCC(=O)NCC3CCCO3)nc21 (stereo not drawn)	0	81
N#Cc1nc(-c2ccc(Cl)cc2)oc1NCCc1ccccn1	23	nt
COc1ccc2nc(N=CN(C)C)sc2c1	nt	58

Next part:
SMILES	HePTP inhibitor	BAP1 inh
CCOc1ccccc1Oc1coc2cc(O)ccc2c1=O	-3	43*
O=C1N=c2ccccc2=C1c1sc(=S)n(NC(=O)c2ccccc2)c1O	7	nt
O=C(c1cnc2sccn2c1=O)N1CCCc2ccccc21	2	89
CC[C@H]1OC(=O)C[C@@H](O)[C@H](C)[C@@H](O[C@@H]2O[C@H](C)C[C@H](N(C)C)[C@H]2O)[C@@H](CC=O)C[C@@H](C)C(=O)C=C[C@]2(C)O[C@H]2[C@@H]1C	8	102
COc1ccc2nc(NC(=O)C3CCCN(S(=O)(=O)c4cccs4)C3)sc2c1 (stereo not drawn)	3	nt
O=C(CCc1ccccc1)Nc1ccc(NC(=O)C2CC2)nc1	5	97
O=C(/C=C/c1ccco1)NCCCCNC(=O)/C=C/c1ccco1	103*	nt
COc1cc(C(=O)N(Cc2ccccn2)CC2CCCO2)cc(OC)c1OC (stereo not drawn)	4	116
CCOC(=O)C1CCCN(S(=O)(=O)c2cccc3cccnc23)C1 (stereo not drawn)	-8	88
CC(C)(C)c1ccccc1OCC(=O)Nc1ncc(S(=O)(=O)c2ccc([N+](=O)[O-])cc2)s1	-16	nt
O=C(CSc1nc2ccccc2[nH]1)N/N=C/c1ccccc1F	-7	nt
Cc1ccc(/C(N)=N/OC(=O)CCc2ccccc2)cc1	8	nt
NC(=O)c1cc(NC(=O)c2cccs2)c(Cl)cc1Cl	4	nt
COc1ccc(CC(NC(C)=O)C(=O)NC2CCN(C(=O)NCc3ccccc3)CC2)cc1OC (stereo not drawn)	9	97
CCOc1ccccc1C(=O)NCC(=O)OCC(=O)c1ccc2c(c1)OCCO2	13	117
Cc1cc(=O)[nH]nc1-c1ccc(Cl)c([N+](=O)[O-])c1	9	nt
O=C(c1nnc(-c2ccncc2)o1)c1ccccc1Cl	6	113
CC(=O)N1CCc2cc(S(=O)(=O)NCCCOC(C)C)ccc21	9	97
CCCCn1c(N)c(N(CCC(C)C)C(=O)CSc2nnc(C)s2)c(=O)[nH]c1=O	8	113
Cc1ccccc1C(=O)NNC(=O)Cc1ccccc1	2	nt
CCCCS(=O)(=O)Nc1ccc(Cc2ccncc2)cc1	3	53
COc1ccc(C(=O)N=Nc2c(O)n(CN3CCCC3)c3ccc(Br)cc23)cc1	4	nt
NC(CO)C(=O)NNCc1ccc(O)c(O)c1O (stereo not drawn)	5	76&102
O=C(Nc1ccc(Cl)cc1)C1CC(=O)N(c2ccc(Br)cc2)C1 (stereo not drawn)	7	nt
O=C(Cc1ccccc1)N1CCN(c2ccc([N+](=O)[O-])cc2Cl)CC1	5	nt

Entries of single compounds, looked up by structure. Order of screens: HePTP inhibitor, BAP1 inh
`O=C(c1ccc(-c2ccccc2)cc1)N1CCN(C(=O)c2cccs2)CC1` is listed as 3, nt
`COc1ccc(Cl)cc1-n1c(=S)sc2c(=O)[nH]c(SCC(=O)NCC3CCCO3)nc21` (stereo not drawn) is listed as 0, 81
`CCOC(=O)C(=O)C1C(=O)C(=O)C(C)C1=O` (stereo not drawn) is listed as 9, nt
`CCOc1ccccc1C(=O)NCC(=O)OCC(=O)c1ccc2c(c1)OCCO2` is listed as 13, 117
`CC(=O)N1CCc2cc(S(=O)(=O)NCCCOC(C)C)ccc21` is listed as 9, 97

(continued)
SMILES	HePTP inhibitor	BAP1 inh
O=C(Nc1cccc2ncccc12)c1cc2ccccc2o1	3	90
N#C/C(=C\c1c(N2CCOCC2)nc2ccccn2c1=O)S(=O)(=O)c1ccccc1	2	nt
CN(C)c1oc(-c2ccccc2Cl)nc1C#N	2	83
Clc1cccc(-c2nnc(-c3ccc4c(c3)OCO4)o2)c1	7	nt
COc1ccc2c(c1OC)C(=O)OC2Nc1ccc(NC(C)=O)cc1 (stereo not drawn)	-6	nt
COc1ccccc1NC(=O)CCn1c(=O)sc2ccccc21	nt	114
COc1ccc(NS(=O)(=O)c2ccc(NS(C)(=O)=O)cc2)cc1	-8	90
COC(=O)CC(C(=O)OC)P(=O)(O)CN(C)S(C)(=O)=O (stereo not drawn)	-4	nt
O=C(c1cccs1)N(CCO)Cc1cc2cc3c(cc2[nH]c1=O)OCCO3	7	nt
Nc1nnc(SCC(=O)N2CCN(c3ccccc3)CC2)s1	-4	100
O=C(COc1ccc(I)cc1)N/N=C/c1ccc(-c2ccc([N+](=O)[O-])cc2)o1	-12	nt
O=C(NCc1ccccn1)c1cn(Cc2ccccc2)nn1	-3	107
C=C(C)c1ccc(C(C)(C)NC(=O)N2CCN(C)CC2)cc1	6	99
CCCc1cc(=O)[nH]c(SCC(=O)c2ccc(S(=O)(=O)N3CCCC3)cc2)n1	4	80
CCOC(=O)C1=C(O)/C(=C/c2ccc(C)cc2)SC1=Nc1cccc(Cl)c1	5	nt
COc1cccc(CNCc2ccccc2OC)c1	-5	nt
CCOc1ccc(/C=C(/C#N)C(=O)Nc2cccc(Br)c2)cc1OCC	8	nt
Cc1ccc2cc3c(NC(=O)c4cccnc4)nn(C)c3nc2c1	2	88
CCOC(=O)C1=C(C)NC2=C(C(=O)CCC2)C1c1ccc(OCc2ccc(Cl)cc2)c(OC)c1 (stereo not drawn)	4	nt
CC(C)(C)C1CCc2nc(NC(=O)Cc3cn4ccsc4n3)sc2C1 (stereo not drawn)	5	78
O=C(NCc1ccco1)C(=O)Nc1ccccc1F	0	nt
COc1ccc(NC(=O)C(c2ccc(OC)cc2)N(C)C(=O)c2cnccn2)cc1 (stereo not drawn)	4	nt
COc1ccc(S(=O)(=O)Cc2ccc(C(=O)NCc3ccc(F)cc3)o2)cc1	-1	95
COCCOC(=O)c1c(C)oc2c1cc(NS(=O)(=O)c1ccc(F)cc1)c1ccccc12	3	nt
COCCn1c(CN2CCN(c3cccc(Cl)c3)CC2)nc2c1c(=O)n(C)c(=O)n2C	14	105

Next part:
SMILES	HePTP inhibitor	BAP1 inh
CN(C)S(=O)(=O)c1ccc2c(c1)c(=O)c(C(=O)N1CCN(c3ccccn3)CC1)cn2C	0	79
Cc1nc(NC(=O)CCC(=O)O)sc1C(=O)N(C)C	-6	88
O=C(Nc1c(C(=O)N2CCCC2)cnn1-c1ccccc1)c1cccc(F)c1	2&0	97
COC1CCCCC1N1CCN(C(=O)c2ccco2)CC1 (stereo not drawn)	2	nt
CCOC(=O)CSc1nnc(CSc2nc(N)c3c(C)c(C)sc3n2)n1-c1ccccc1	-10	97
CCCOCC1CC2(SC(=Nc3ccc(C)cc3)NC2=O)C(=O)O1 (stereo not drawn)	0	81
N#CC1=C(SCc2ccccc2)NC(=O)CC1c1ccc(O)cc1 (stereo not drawn)	nt	90
CC(C)c1nnc(NC(=O)CC(=O)Nc2ccccc2C(=O)O)s1	-2	nt
Cc1ccc2[nH]c3nc(N=Nc4c(O)[nH]c5c(Br)cc(Br)cc45)nnc3c2c1	9	nt
Cc1cc(OCc2nc(-c3ccccc3)no2)cc(C)c1Cl	21	nt
Cc1cc2nc(-c3cc(NC(=O)Cc4ccccc4)ccc3O)oc2cc1C	0	nt
Cc1cccc(OCC2=NS(=O)(=O)c3ccccc3N2)c1	7	nt
O=C(Nc1cccc(C(=O)O)c1)/C(=C/c1cccc([N+](=O)[O-])c1)NC(=O)c1ccccc1	4	nt
Cc1cccc(N2CCN(C(=O)c3ccc(CS(=O)(=O)c4ccccc4C)o3)CC2C)c1 (stereo not drawn)	-7	95
CCC(=O)N1CCc2cc(S(=O)(=O)NCCCN3CCN(Cc4ccccc4)CC3)ccc21	5	131
COc1ccc(CN2CCN(Cc3cc(Br)ccc3O)CC2)c(OC)c1	4	nt
Cn1cccc1Cc1nnc(SCC(=O)NC2CCCCC2)n1-c1ccc(F)cc1	14	88
CC1CCCN(C(=O)CN2C(=O)c3ccccc3C2=O)C1 (stereo not drawn)	6	100
O=c1c2ccccc2nc2n1CCCCN2	-3	169
Cc1cc(C)c(C(=O)/C=C/c2ccc(Br)cc2)c(=O)[nH]1	-5	nt
Cc1cc(NC(=O)CCC(=O)N(c2ccc(F)cc2)C(C(=O)NC2CCCC2)c2ccncc2)no1 (stereo not drawn)	-2	95
COc1ccc(CN=Cc2c(O)n(-c3ccccc3F)c(=O)[nH]c2=O)cc1	8	nt

Exported field by field: part of the list above
COc1ccc(CN=Cc2c(O)n(-c3ccccc3F)c(=O)[nH]c2=O)cc1
  HePTP inhibitor: 8 | BAP1 inh: nt

Cc1cccc(N2CCN(C(=O)c3ccc(CS(=O)(=O)c4ccccc4C)o3)CC2C)c1 (stereo not drawn)
  HePTP inhibitor: -7 | BAP1 inh: 95

Cc1nc(NC(=O)CCC(=O)O)sc1C(=O)N(C)C
  HePTP inhibitor: -6 | BAP1 inh: 88

O=C(Nc1c(C(=O)N2CCCC2)cnn1-c1ccccc1)c1cccc(F)c1
  HePTP inhibitor: 2&0 | BAP1 inh: 97
